Screening data (PubChem BioAssay)
M5 antag: antagonists of human muscarinic M5 receptor (CHRM5). 360,000 compounds, 0.59% hits. CHO-hM5 cells, Fluo-8 calcium fluorescence, ACh EC80. inhibition, % at 3 µM. P08912;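 active means inhibition above a per-plate cutoff, the mean of that plate's test compounds plus 3 SD, cut at about 27% in these data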;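 further: 0% = acetylcholine EC80 with DMSO and 100% = DMSO without agonist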
Target sequence (P08912 whole entry, looked up): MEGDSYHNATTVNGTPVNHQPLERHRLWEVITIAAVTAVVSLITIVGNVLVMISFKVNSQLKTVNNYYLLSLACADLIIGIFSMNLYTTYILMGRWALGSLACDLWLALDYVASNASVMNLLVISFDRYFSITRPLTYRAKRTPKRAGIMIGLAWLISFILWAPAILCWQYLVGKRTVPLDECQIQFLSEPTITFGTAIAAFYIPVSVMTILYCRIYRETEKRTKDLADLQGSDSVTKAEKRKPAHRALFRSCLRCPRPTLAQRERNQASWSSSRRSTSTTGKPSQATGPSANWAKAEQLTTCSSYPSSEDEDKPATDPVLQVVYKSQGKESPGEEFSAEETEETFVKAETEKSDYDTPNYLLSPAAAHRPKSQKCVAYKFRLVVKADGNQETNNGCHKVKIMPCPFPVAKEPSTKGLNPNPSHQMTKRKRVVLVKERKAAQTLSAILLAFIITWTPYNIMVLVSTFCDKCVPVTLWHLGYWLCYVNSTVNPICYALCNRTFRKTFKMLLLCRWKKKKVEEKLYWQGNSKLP
CHRM5 agonist: CHRM5 agonism in calcium assay. P08912. CHO-K1 hM5 cells, Fluo-8 calcium fluorescence; 0% DMSO wells, 100% maximal acetylcholine response. activation, % at 3 µM. 360,000 compounds, 0.19% hits. AID 624037;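 active means activation above the run's mean over test compounds plus 3 SD, cut at about 23% in these data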;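 further: signal is peak over basal fluorescence ratio across the kinetic read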
M4 PAM: potentiates acetylcholine response at human M4 receptor | P08173 | activation, % at 3 µM | AID 624126 | 360,000 compounds, 0.4% hits | CHO-K1 hM4/Gqi5, Fluo-8 calcium fluorescence, ACh EC20; 0% = ACh EC20, 100% = maximal ACh;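 active means activation above its plate's cutoff, the mean activation of sample wells plus 3 SD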; further: some results filed as inactive read as strong as hits
TAAR1 antagonist: antagonists of human TAAR1; inhibition, % at 3 µM; AID 624466; Q96RJ0; 360,000 compounds, 1.5% hits; CHO RD-HGA16 TAAR1, Fluo-8 calcium fluorescence, antagonist;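 active means inhibition above a per-plate cutoff, the mean inhibition of test compounds on that plate plus 3 SD, cut at about 49% in these data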;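 further: 0% = DMSO plus EC80 beta-PEA response and 100% = DMSO alone without agonist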
Target sequence (Q96RJ0 whole entry, looked up): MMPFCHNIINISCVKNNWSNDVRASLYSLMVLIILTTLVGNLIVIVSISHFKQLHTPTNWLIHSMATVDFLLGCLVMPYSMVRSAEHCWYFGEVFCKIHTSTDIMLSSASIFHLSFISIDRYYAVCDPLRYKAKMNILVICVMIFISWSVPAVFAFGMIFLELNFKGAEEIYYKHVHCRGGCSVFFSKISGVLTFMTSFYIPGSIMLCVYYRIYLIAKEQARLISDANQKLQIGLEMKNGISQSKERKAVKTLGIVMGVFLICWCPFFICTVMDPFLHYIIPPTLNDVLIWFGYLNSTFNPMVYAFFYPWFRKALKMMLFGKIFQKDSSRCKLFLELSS
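test system = CHO RD-HGA16 cells bearing hTAAR1 | replication = singlicate | controls = DMSO-only wells and EC80 β-PEA-stimulated wells | reagent = EC80 β-phenethylamine stimulus | read-out basis = percent inhibition of PEA-evoked calcium signal, max/basal emission ratio | schedule = seeding 17-24 h prior, 75-min 37 °C, 30-min RT dye loading | signal = kinetic Fluo-8 calcium fluorescence measurement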
TAAR1 agonist: human TAAR1 agonism. Q96RJ0. CHO RD-HGA16 TAAR1, Fluo-8 calcium fluorescence; vehicle wells 0%, saturating PEA agonist 100%. activation, % at 3 µM. 360,000 compounds, 0.99% hits;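 active means activation above the mean activation of all test compounds in the run plus 3 SD, cut at about 38% in these data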
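System: CHO-derived RD-HGA16 cells with stable Gα16 and human TAAR1 / Times: 17-24 h plating, Fluo-8 75 min 37 °C, 30 min RT / Technique: calcium-sensitive Fluo-8 signal, excitation 470-495, emission 515-575 nm / Measure: % activation relative to PEA EC100 response / Benchmarks: DMSO and PEA EC100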
CRFBP-R2 block: antagonists of CRF-binding protein/CRF-R2 receptor complex. HEK293 CRF-R2/CRF-BP, CRF-induced calcium fluorescence. inhibition, % at 11.8 µM. 350,000 compounds, 0.59% hits;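 active means inhibition of the ligand-induced calcium signal above about 50% at the single tested concentration, limit read from the data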
CHO-K1 Ca PAM: M1 PAM counterscreen hit in parental CHO-K1 cells; activation, % at 3 µM; AID 602247; 360,000 compounds, 0.02% hits; ATP EC20, Fluo-8 calcium fluorescence; 0% at ATP EC20, 100% at ATP max;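 active means activation above the run cutoff, the mean activation of all test compounds plus 3 SD, cut at about 40% in these data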;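 further: peak over basal fluorescence ratio in a 140 s read after ATP addition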
CRFR2-BP ag: CRF-BP/CRF-R2 complex agonism. HEK293 CRF-R2/CRF-BP, calcium dye fluorescence (FLIPR); percent of saturating CRF peptide response. activation, % at 13.2 µM. 350,000 compounds, 0.46% hits;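 active means activation of at least 50%, plus an integration ratio under a set limit after plate pattern correction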;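 further: plate controls were neutral control wells without compound for no effect and CRF at EC100 for full effect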
M5 PAM: CHRM5 positive allosteric modulation. 360,000 compounds, 0.3% hits. AID 624038. P08912. CHO-K1 hM5, Fluo-8 calcium, ACh EC20 PAM; 0% = ACh EC20, 100% = ACh EC100. activation, % at 3 µM;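 active means activation above the run cutoff, the mean activation of all test compounds plus 3 SD, cut at about 18% in these data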
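System: CHO-K1 cell line with stable human muscarinic M5 receptor expression | Also added: EC20 acetylcholine as agonist stimulus | Compound: One concentration, 3 µM final (nominal) | Timing: Fluo-8 loading 80 min at 37 °C plus 30 min room temperature | Measured by: Fluo-8 calcium dye fluorescence, kinetic read | Read-out basis: % activation, ACh-normalized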
Numbers without * were called inactive; nt = not tested or not shown.

Preview (11 entries):
Results follow in this order: M5 antag	CHRM5 agonist	M4 PAM	TAAR1 antagonist	TAAR1 agonist	CRFBP-R2 block	CHO-K1 Ca PAM	CRFR2-BP ag	M5 PAM
CCCC(=O)Nc1nnc(CCOC)s1
 : 12	-1	5	-7	3	0	-2	-1.4	-4
Cc1nc2ccc(NS(=O)(=O)c3ccc(F)cc3F)cc2s1
 : 15	7	-2	6	4	-5	3	2.3	-8
Cc1cc(-c2cc(-c3ccc(Cl)cc3)on2)nc(NC2CCCC2)n1
 : 0	3	7	3	15	-8	15	1.4	-6
CC(C)=C1C2CCC1C(C(=O)NCCc1ccccc1)C2C(=O)O (stereo unspecified)
 : 6	-2	0	88*	62*	22	9	2.0	1
COc1ccc(-n2c3c(c(=O)[nH]c2=O)C(NC(C)=O)(C(F)(F)F)C(=O)N3)cc1 (stereo unspecified)
 : 5	3	2	0	0	-1	0	-0.2	5
CCN(CC)CCNC(=O)C1CCCCN1S(=O)(=O)c1cccc([N+](=O)[O-])c1 (stereo unspecified)
 : 9	-12	0	-15	2	-7	11	1.4	1
CCOC(=O)C(Cc1ccccc1)C(=O)NCc1ccccc1 (stereo unspecified)
 : -12	-1	1	4	-1	16	-14	-3.4	13
O=C(COc1ccc2c(-c3ccccc3)cc(=O)oc2c1)NC1CCS(=O)(=O)C1 (stereo unspecified)
 : -8	0	0	-2	2	6	8	-1.2	4
CCn1cc(C(=O)O)c(=O)c2cnc(N3CCN(C(=S)Nc4ccccc4Cl)CC3)nc21
 : 0	0	11	-49	2	-10	18	0.2	7
COC(=O)C1=C[C@@H](C(=O)OC)[C@@H]2C3=C(C(=O)[C@@]2(C)NC(=O)c2ccccc2)[C@H](C)C(C(=O)OC)=C(C(=O)OC)[C@@H]3C1
 : 12	2	-1	13	7	-11	-22	1.7	-7
CN1CC2(C(=O)c3ccccc3)CN(C)CC(C(=O)c3ccccc3)(C1)C2
 : 5	0	9	1	1	-4	4	-0.9	-3

The listing, from the start:
Results follow in this order: M5 antag	CHRM5 agonist	M4 PAM	TAAR1 antagonist	TAAR1 agonist	CRFBP-R2 block	CHO-K1 Ca PAM	CRFR2-BP ag	M5 PAM
CCCC(=O)Nc1nnc(CCOC)s1
 : 12	-1	5	-7	3	0	-2	-1.4	-4
Cc1nc2ccc(NS(=O)(=O)c3ccc(F)cc3F)cc2s1
 : 15	7	-2	6	4	-5	3	2.3	-8
Cc1cc(-c2cc(-c3ccc(Cl)cc3)on2)nc(NC2CCCC2)n1
 : 0	3	7	3	15	-8	15	1.4	-6
CC(C)=C1C2CCC1C(C(=O)NCCc1ccccc1)C2C(=O)O (stereo unspecified)
 : 6	-2	0	88*	62*	22	9	2.0	1
COc1ccc(-n2c3c(c(=O)[nH]c2=O)C(NC(C)=O)(C(F)(F)F)C(=O)N3)cc1 (stereo unspecified)
 : 5	3	2	0	0	-1	0	-0.2	5
CCN(CC)CCNC(=O)C1CCCCN1S(=O)(=O)c1cccc([N+](=O)[O-])c1 (stereo unspecified)
 : 9	-12	0	-15	2	-7	11	1.4	1
CCOC(=O)C(Cc1ccccc1)C(=O)NCc1ccccc1 (stereo unspecified)
 : -12	-1	1	4	-1	16	-14	-3.4	13
O=C(COc1ccc2c(-c3ccccc3)cc(=O)oc2c1)NC1CCS(=O)(=O)C1 (stereo unspecified)
 : -8	0	0	-2	2	6	8	-1.2	4
CCn1cc(C(=O)O)c(=O)c2cnc(N3CCN(C(=S)Nc4ccccc4Cl)CC3)nc21
 : 0	0	11	-49	2	-10	18	0.2	7
COC(=O)C1=C[C@@H](C(=O)OC)[C@@H]2C3=C(C(=O)[C@@]2(C)NC(=O)c2ccccc2)[C@H](C)C(C(=O)OC)=C(C(=O)OC)[C@@H]3C1
 : 12	2	-1	13	7	-11	-22	1.7	-7
CN1CC2(C(=O)c3ccccc3)CN(C)CC(C(=O)c3ccccc3)(C1)C2
 : 5	0	9	1	1	-4	4	-0.9	-3
Cc1cc(=O)oc2cc(OCC(=O)Nc3nccs3)ccc12
 : -1	-3	-3	2	6	-18	6	0.0	-7
O=C(Nc1ccc2c(c1)OCO2)c1csc([C@H]2C[C@H](O)[C@@H](CO)O2)n1
 : -3	1	7	4	1	nt	10	nt	-1
COc1ccc(CC(=O)NNc2ncnc3c2cnn3-c2ccc(C)cc2)cc1
 : 0	1	5	-1	4	1	15	-1.2	-1
CC(=O)c1c(C)[nH]c(C(=O)COC(=O)CN2C(=O)C3CCCCC3C2=O)c1C (stereo unspecified)
 : 11	3	8	2	13	5	2	-0.7	-2
Oc1ccc(C(=S)N2CCCCC2)cc1Cl
 : -11	-1	0	8	5	-3	8	-0.1	3
O=C(O)C1Cc2ccccc2CN1C(=O)COc1ccc(Br)cc1 (stereo unspecified)
 : 7	1	-3	-9	0	-1	-11	1.5	2
COc1ccc2nc(NC(=O)CSc3nc(SC)ns3)sc2c1
 : 12	-3	-10	28	0	-12	5	-0.1	-10
CCS(=O)(=O)N1N=C(c2cccs2)CC1c1cc2cc(C)ccc2nc1Cl (stereo unspecified)
 : -6	-2	1	50*	5	4	17	4.0	5
COc1cc(/C=C/C(=O)OCC(=O)Nc2c(C)n(C)n(-c3ccccc3)c2=O)cc(OC)c1OC
 : -1	0	14	15	0	-9	-4	0.9	1
CC1(Cc2ccccc2Cl)C(=O)Nc2ccc(OC(F)(F)F)cc21 (stereo unspecified)
 : -4	-1	2	5	1	nt	18	nt	-3
O=C(NCc1ccc2c(c1)OCO2)Nc1cccc2ccccc12
 : 1	2	-2	-2	4	12	3	0.7	0
CC1=CC(C)(C)NC(=S)N1CCO
 : 16	0	-4	-10	0	-18	8	1.4	-20
COc1ccc(-c2ccc3c(c2)c(Sc2ccccc2)c(-c2cc(OC)cc(OC)c2)n3C)cc1
 : -6	-1	11	-24	2	nt	12	nt	5
COc1ccc(OC)c(S(=O)(=O)CC(=O)c2cc3ccc(OC)cc3oc2=O)c1
 : 7	-4	-2	nt	nt	-5	-6	-1.5	-6
CCC(=O)N(CC(=O)Nc1sc(C)c(C)c1C(N)=O)C1CCCCC1
 : 4	0	6	-39	2	-35	10	-0.1	2
CN(C(=O)c1cccc(S(=O)(=O)N2CCCCC2)c1)C1CCS(=O)(=O)C1 (stereo unspecified)
 : -7	1	6	-30	2	-7	-9	-0.7	4
CC(=O)c1cccc(NC(=O)N2CCCC2C(=O)Nc2cccc(C)c2)c1 (stereo unspecified)
 : -4	-1	-4	2	9	-23	15	1.3	2
CCOC(=O)c1c(NC(=O)c2cc(-c3ccc(O)cc3)on2)sc(C(C)=O)c1C
 : 4	2	-1	-10	1	0	-2	-1.3	2
Cc1cc2cc(CNC(=O)C3CC3)ccc2n1C
 : 4	0	9	-3	6	-4	7	1.6	0
COc1n[nH]c(C(=O)Nc2cc(F)ccc2C)c1[N+](=O)[O-]
 : 0	1	0	-5	5	24	20	-3.3	3
CCc1nonc1NC(=O)c1oc2ccc(Cl)cc2c1C
 : 12	-4	3	-12	0	-18	-3	0.2	-4
CCCCC(=O)NC1=C(C(=O)OC)SCC1
 : -5	0	0	0	0	27	15	-1.0	-3
COc1ccc(S(=O)(=O)N2CCCCC2)cc1NC(=O)CN1CCN(C(C)=O)CC1
 : -1	-1	-1	0	9	-15	11	1.9	-6
CCc1ccc(/C(C)=N/NC(=O)c2ccccn2)cc1
 : 2	0	1	-2	-1	-17	10	-2.2	1
O=C(COc1ccc(F)cc1)N1CCCc2ccccc21
 : 4	-1	-2	-12	-1	2	6	-1.9	3
O=C(c1ccco1)N1CCN(c2ncnc3c2cnn3-c2ccccc2)CC1
 : -4	4	-3	24	13	7	9	-2.5	-3
O=S(=O)(NC(=NC1CCCCC1)c1ccccc1)c1ccccc1
 : -3	-2	6	-13	1	-12	17	-6.5	5
COc1cc(C(=O)N2CCCC(C)(C(=O)NS(=O)(=O)C3CC3)C2)cc(OC)c1OC (stereo unspecified)
 : 2	0	7	-26	5	nt	-5	nt	-4
Cc1ccc(NS(=O)(=O)c2ccc(CCC(=O)NC3CC3)cc2)cc1
 : 2	7	-2	2	21	-8	3	-1.5	-7
CC(=NCCCn1ccnc1)c1c(-c2ccccc2)[nH]n(-c2nc3ccccc3s2)c1=O
 : 7	-3	-2	3	3	-2	-5	0.1	-10
CCCn1c(=S)[nH]c2cc(Cl)ccc21
 : 6	-8	9	-18	-2	23	-1	-9.1	1
CC1(C)Oc2ccc3ccc(=O)oc3c2/C(=C/Nc2cccc(O)c2)C1=O
 : 7	1	-5	25	4	-6	-10	-0.4	-6
O=C(Oc1ccc2c(c1)OCC2=O)c1ccc(Cl)cc1
 : 7	6	-6	-27	-1	-3	10	-0.2	8
O=C(CSc1nc(-c2ccccc2)nc2c1CCCC2)N1CCOCC1
 : 0	1	1	11	-2	-2	16	-0.1	2
CNc1oc(/C=C/c2ccccc2)nc1C#N
 : -2	-2	6	-8	-1	15	22	-2.2	-2
O=C(COc1ccccc1[N+](=O)[O-])Nc1ccc2c(c1)OCO2
 : 11	1	-1	-6	2	-4	20	-0.6	0
COC(=O)c1ccc(COc2ccc(F)cc2)o1
 : 7	-3	1	16	0	-6	-15	-3.0	-1
COc1cccc(OC)c1-c1nn(-c2ncc(C(F)(F)F)cc2Cl)c(=O)o1
 : 18	-2	-25	-17	1	8	19	-4.9	-6
COc1ccc(C)cc1NC(=O)CSc1ccc(-c2ccco2)nn1
 : -10	5	-2	-8	3	-2	14	-1.1	2
O=S(=O)(c1ccccc1)[C@@]1(c2ccc(Br)cc2)C[C@@H]2ON=C(c3ccccc3)[C@@H]2C1
 : 2	2	5	2	14	2	18	-0.4	3
O=C(NN=C1CCCC1)c1sc2ccccc2c1Cl
 : 11	3	9	1	0	0	17	-0.7	-1
Cc1ccc(CNC(=O)C2c3ccccc3C(=O)N3CCc4ccccc4C23)o1 (stereo unspecified)
 : 5	2	-5	17	12	21	15	-1.4	-8
COc1ccc(N=c2oc3ccc(OC)cc3cc2-c2nc3ccccc3[nH]2)cc1
 : 2	-9	15	-6	1	-26	11	0.9	-4
Cc1cc(CN(C)C(=O)c2cc(COc3ccc(C)c(C)c3)on2)on1
 : 1	-4	-1	-16	-1	2	0	-1.0	2
N#CCCN(CCC#N)C(=O)C1c2ccccc2Oc2ccccc21
 : -2	8	-2	-13	14	13	7	-0.7	5
COc1ccc(CCC(=O)NC2=NCCS2)cc1OC
 : 4	-1	2	-8	6	32	11	-5.7	-2
